Screening results from PubChem BioAssay.
HTR5A inv ag: counter-screen for OPRM1-OPRD1 inverse agonists: human HTR5A inverse agonism | inhibition, % at 9.3 µM | 340,000 compounds, 0.083% hits | P47898 | HTR5A cell line, luminescence | AID 504634; in the data active = inhibition mostly above about 23%, no sharp cut-off; inactive = mostly below about 18%;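 note: 0% = cells with DMSO and 100% = no-cell wells with DMSO; some compounds called inactive have numbers as strong as hits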
Target sequence (P47898 whole entry, looked up): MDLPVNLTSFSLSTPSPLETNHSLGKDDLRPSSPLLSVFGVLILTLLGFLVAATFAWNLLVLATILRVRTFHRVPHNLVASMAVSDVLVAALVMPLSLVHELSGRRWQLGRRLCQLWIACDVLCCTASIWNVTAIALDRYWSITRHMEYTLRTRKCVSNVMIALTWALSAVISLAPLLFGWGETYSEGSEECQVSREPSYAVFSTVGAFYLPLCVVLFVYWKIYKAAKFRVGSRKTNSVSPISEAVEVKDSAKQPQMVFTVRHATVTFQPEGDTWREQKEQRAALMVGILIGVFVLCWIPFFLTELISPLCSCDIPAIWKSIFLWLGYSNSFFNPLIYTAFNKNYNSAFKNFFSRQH
CDK5 inh: CDK5/p35 (human) kinase inhibition; Q00535+Q15078; inhibition, % at 10 µM; Recombinant CDK5/p35, ADP-Glo luminescence, 60 min; 330,000 compounds, 0.01% hits;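 active = highest replicate inhibition of at least 50% and at least 75% of replicates reaching 50%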;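 note: plate controls were DMSO neutral control for no effect and GW8510 at 10 µM for full effect; many of its hits are not listed in these tables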
Target sequence (Q00535 whole entry, looked up): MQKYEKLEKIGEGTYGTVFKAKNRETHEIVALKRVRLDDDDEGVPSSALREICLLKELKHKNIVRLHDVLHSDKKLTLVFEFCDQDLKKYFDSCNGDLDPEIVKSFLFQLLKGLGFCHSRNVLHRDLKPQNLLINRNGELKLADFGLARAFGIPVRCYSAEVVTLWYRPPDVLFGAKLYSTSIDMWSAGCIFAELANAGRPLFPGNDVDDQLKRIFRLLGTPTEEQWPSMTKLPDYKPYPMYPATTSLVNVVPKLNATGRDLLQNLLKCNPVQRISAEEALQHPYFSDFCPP
Target sequence (Q15078 whole entry, looked up): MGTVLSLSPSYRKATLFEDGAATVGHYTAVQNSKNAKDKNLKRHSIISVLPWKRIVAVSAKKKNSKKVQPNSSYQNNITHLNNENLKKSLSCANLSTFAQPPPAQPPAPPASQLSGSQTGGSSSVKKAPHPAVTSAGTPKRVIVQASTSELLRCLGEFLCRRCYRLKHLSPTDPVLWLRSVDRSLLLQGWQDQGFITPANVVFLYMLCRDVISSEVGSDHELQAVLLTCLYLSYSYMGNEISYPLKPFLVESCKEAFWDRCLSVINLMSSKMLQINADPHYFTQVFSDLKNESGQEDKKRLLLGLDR
Wnt act: activators of Wnt/beta-catenin signaling; Wnt/beta-catenin reporter cell assay, activator, plate reader; AID 743398; 300,000 compounds, 1.2% hits; activation, % at 9.35 µM; in the data active = activation above about 30%, passing the limit was not always enough;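 note: 0% = neutral control wells and 100% = positive control wells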
dFosB act: mouse delta FosB homodimer activation; purified delta FosB, TAMRA-CDK5 oligo fluorescence polarization; percent of positive-control signal above neutral wells; 340,000 compounds, 0.99% hits; activation, % at 25 µM;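 active = mean activation above about 17%, with every replicate also reaching it, limit read from the data, passing the limit was not always enough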;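 note: fluorescence polarization rise as delta FosB binds a TAMRA Cdk5 AP-1 oligo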
SR-BI HDL uptake: blocks mouse SR-BI lipid uptake from DiI-HDL. Q61009. ldlA[mSR-BI] CHO cells, DiI-HDL uptake fluorescence, 3 h. inhibition, % at 12.5 µM. 320,000 compounds, 0.96% hits;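 active = mean replicate inhibition of at least 70% and a set share of replicates each scoring 70 or more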;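 note: 0% = median of neutral control wells and 100% = median of positive control wells; values of inactives mirror those of a sister screen read the other way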
HTR5A ag ctr: HTR5A agonism, opioid heterodimer counter-screen; P47898; HTR5A agonist assay, luminescence, cell-based; activation, % at 9.3 µM; 340,000 compounds, 0.61% hits; in the data active = activation mostly above about 9.5%, no sharp cut-off; inactive = mostly below about 7.6%;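 note: 0% = cells with vehicle only and 100% = reference agonist; strong numbers were not always called active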
V-ATPase pHluor: yeast V-ATPase proton transport regulation by pHLuorin | 350,000 compounds, 0.37% hits | AID 504577 | S. cerevisiae, pHLuorin cytosolic pH fluorescence | response, % at 10 µM; in the data active = response mostly above about 7.3%, no sharp cut-off; inactive = mostly below about 5.4%; note: actives read high; inactives centre near 0; some compounds called inactive have numbers as strong as hits; reference of the scale not given here
NSD2 HMT inh: inhibitors of human histone methyltransferase NSD2 | inhibition, % at 12.5 µM | NSD2 peptide methylation, AlphaScreen, 120 min | 310,000 compounds, 0.54% hits; in the data active = inhibition above about 50%
MITF TRPM1 HTS: activators of MITF-driven TRPM1 promoter activity in SK-MEL-5 cells; AID 588334; activation, % at 12.5 µM; SK-MEL-5 TRPM1-promoter luciferase, 24 h; % of positive control, neutral wells = 0; 300,000 compounds, 0.75% hits;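 active = mean activation of at least 80% with every replicate also reaching 80%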;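 note: 0% = neutral control wells and 100% = parthenolide positive control wells; values of inactives mirror those of a sister screen read the other way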
PvdQ acylase: blocks Pseudomonas aeruginosa PvdQ acylase activity; purified PvdQ acylase, fluorescence plate reader; 340,000 compounds, 0.063% hits; AID 488965; inhibition, % at 10 µM; in the data active = inhibition above about 30%, passing the limit was not always enough;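 note: 0% = vehicle neutral wells and 100% = reference inhibitor wells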
An asterisk follows results filed as active.

What do the screens show for `NC(=O)NNC(=S)Nc1cccc2ccccc12`?
HTR5A inv ag: 27; CDK5 inh: 0.1; Wnt act: 0; dFosB act: 0; SR-BI HDL uptake: -14; HTR5A ag ctr: 2; V-ATPase pHluor: -3; NSD2 HMT inh: -3; MITF TRPM1 HTS: -29; PvdQ acylase: -4

Results for COc1ccc(CCNC(=O)C2(C)CCC(=O)N2Cc2ccc(F)cc2Cl)cc1OC (stereo not given) ?
HTR5A inv ag: -5; CDK5 inh: 0.8; Wnt act: -2; dFosB act: -8; SR-BI HDL uptake: 59; HTR5A ag ctr: 1; V-ATPase pHluor: 0; NSD2 HMT inh: 0; MITF TRPM1 HTS: 3; PvdQ acylase: -8

How did CSC1=NCCN1C(=O)c1cccc(Br)c1 do in these assays?
HTR5A inv ag: -24; CDK5 inh: 1.4; Wnt act: -3; dFosB act: 4; SR-BI HDL uptake: -23; HTR5A ag ctr: -1; V-ATPase pHluor: -3; NSD2 HMT inh: 1; MITF TRPM1 HTS: 7; PvdQ acylase: -18

What do the screens show for `CN1CCC(OC(c2ccccc2)c2ccc(Cl)cc2)C1` (stereo not given)?
HTR5A inv ag: 9; CDK5 inh: 0.9; Wnt act: -3; dFosB act: -3; SR-BI HDL uptake: -10; HTR5A ag ctr: -2; V-ATPase pHluor: 0; NSD2 HMT inh: 7; MITF TRPM1 HTS: 11; PvdQ acylase: 1

Results for Cc1cc(=O)[nH]c(N/N=C/c2cccs2)n1 ?
HTR5A inv ag: -1; CDK5 inh: 0.6; Wnt act: 0; dFosB act: 5; SR-BI HDL uptake: -10; HTR5A ag ctr: 0; V-ATPase pHluor: 1; NSD2 HMT inh: -5; MITF TRPM1 HTS: 21; PvdQ acylase: -5

What do the screens show for `COC(=O)c1ccc(C2C(C#N)=C(N)Oc3cc(O)ccc32)cc1` (stereo not given)?
HTR5A inv ag: -15; CDK5 inh: 0.6; Wnt act: -1; dFosB act: 6; SR-BI HDL uptake: -4; HTR5A ag ctr: 12; V-ATPase pHluor: -2; NSD2 HMT inh: -1; MITF TRPM1 HTS: -16; PvdQ acylase: 12

Results for CN(C1CCCCC1)S(=O)(=O)c1ccc(C(=O)Nc2sc3c(c2C(N)=O)CC(C)(C)NC3(C)C)cc1 ?
HTR5A inv ag: 10; CDK5 inh: 1.4; Wnt act: -2; dFosB act: -8; SR-BI HDL uptake: -34; HTR5A ag ctr: 2; V-ATPase pHluor: 0; NSD2 HMT inh: -3; MITF TRPM1 HTS: 8; PvdQ acylase: -8

How did COc1ccc(NC(=O)CSC(C)c2nc3ccccc3c(=O)[nH]2)cc1 (stereo not given) do in these assays?
HTR5A inv ag: 29; CDK5 inh: 0.9; Wnt act: -3; dFosB act: 2; SR-BI HDL uptake: -20; HTR5A ag ctr: -2; V-ATPase pHluor: 0; NSD2 HMT inh: 0; MITF TRPM1 HTS: 2; PvdQ acylase: -18

What do the screens show for `C=CCNC(=O)/C(C#N)=C/c1ccc(OS(=O)(=O)c2ccc(C)cc2)c(OC)c1`?
HTR5A inv ag: 16; CDK5 inh: 0.4; Wnt act: 0; dFosB act: -5; SR-BI HDL uptake: 14; HTR5A ag ctr: 6; V-ATPase pHluor: 0; NSD2 HMT inh: 0; MITF TRPM1 HTS: 14; PvdQ acylase: 2

Results for O=C(O)c1cnccn1 ?
HTR5A inv ag: -18; CDK5 inh: 1.9; Wnt act: -1; dFosB act: 5; SR-BI HDL uptake: -7; HTR5A ag ctr: -3; V-ATPase pHluor: 1; MITF TRPM1 HTS: -1; PvdQ acylase: -3

Results for COc1ccc(N(C(=O)c2ccco2)S(=O)(=O)c2cccc([N+](=O)[O-])c2)cc1 ?
HTR5A inv ag: -17; CDK5 inh: -0.6; Wnt act: 2; dFosB act: 3; SR-BI HDL uptake: -21; HTR5A ag ctr: -1; V-ATPase pHluor: 2; NSD2 HMT inh: 8; MITF TRPM1 HTS: 9; PvdQ acylase: -1

How did O=C(Cn1cc2c(n1)CCCC2)Nc1ccccc1Br do in these assays?
HTR5A inv ag: 14; CDK5 inh: 1.5; Wnt act: 1; dFosB act: -4; SR-BI HDL uptake: 7; HTR5A ag ctr: -5; V-ATPase pHluor: -1; MITF TRPM1 HTS: 3; PvdQ acylase: 7

Results for CN1CCN(C(=O)C2CCC(C)(C(=O)O)C2(C)C)CC1 (stereo not given) ?
HTR5A inv ag: -3; CDK5 inh: 0.2; Wnt act: -1; dFosB act: 2; SR-BI HDL uptake: -28; HTR5A ag ctr: -5; V-ATPase pHluor: -2; NSD2 HMT inh: -3; MITF TRPM1 HTS: -5; PvdQ acylase: 3

What do the screens show for `COc1ccccc1C1CCN(Cc2ccccc2Cl)CC1`?
HTR5A inv ag: 0; CDK5 inh: -0.7; Wnt act: 1; dFosB act: -8; SR-BI HDL uptake: 1; HTR5A ag ctr: 0; V-ATPase pHluor: -1; NSD2 HMT inh: 2; MITF TRPM1 HTS: 8; PvdQ acylase: -15

How did COc1ccc(C(=O)O)cc1S(=O)(=O)N(C)CCc1ccccn1 do in these assays?
HTR5A inv ag: -10; CDK5 inh: 1.7; Wnt act: 8; dFosB act: -4; SR-BI HDL uptake: -18; HTR5A ag ctr: 4; V-ATPase pHluor: 3; NSD2 HMT inh: 3; MITF TRPM1 HTS: -3; PvdQ acylase: 2

Results for CCc1cccc(CC)c1NC(=O)CSc1nnc(CCC(=O)O)c(=O)[nH]1 ?
HTR5A inv ag: -6; CDK5 inh: 0.1; Wnt act: -1; dFosB act: 0; SR-BI HDL uptake: -19; HTR5A ag ctr: 0; V-ATPase pHluor: -4; NSD2 HMT inh: 4; MITF TRPM1 HTS: -1; PvdQ acylase: 13

What do the screens show for `CC1COc2ccccc2N1C(=O)c1ccc(F)cc1` (stereo not given)?
HTR5A inv ag: 13; CDK5 inh: -2.9; Wnt act: 0; dFosB act: 5; SR-BI HDL uptake: -3; HTR5A ag ctr: -3; V-ATPase pHluor: -1; NSD2 HMT inh: -2; PvdQ acylase: -9

What do the screens show for `O=c1[nH]c(=O)n(C2CC(O)C(CO)O2)cc1Br` (stereo not given)?
HTR5A inv ag: 9; CDK5 inh: 0.0; Wnt act: 11; dFosB act: -2; SR-BI HDL uptake: -22; HTR5A ag ctr: -2; V-ATPase pHluor: 0; NSD2 HMT inh: 1; PvdQ acylase: -12

What do the screens show for `Cc1ccc(-c2cc(C(=O)NCCN3CCOCC3)no2)cc1`?
HTR5A inv ag: -12; CDK5 inh: -1.8; dFosB act: -4; SR-BI HDL uptake: 22; HTR5A ag ctr: 2; V-ATPase pHluor: 0; NSD2 HMT inh: -2; MITF TRPM1 HTS: 6; PvdQ acylase: -9

How did Cc1cc(N/N=C(/CCC(=O)O)C(=O)O)nc2ccccc12 do in these assays?
HTR5A inv ag: -10; CDK5 inh: 0.8; Wnt act: -2; dFosB act: 5; SR-BI HDL uptake: -31; HTR5A ag ctr: -5; V-ATPase pHluor: 0; NSD2 HMT inh: 4; MITF TRPM1 HTS: 2; PvdQ acylase: -12

What do the screens show for `CCc1cccc(NC(=O)C2CCN(S(=O)(=O)c3ccc4c(c3)CC(C)N4C(C)=O)CC2)c1` (stereo not given)?
HTR5A inv ag: -11; CDK5 inh: -0.2; Wnt act: -5; dFosB act: -8; SR-BI HDL uptake: 26; HTR5A ag ctr: 4; V-ATPase pHluor: 0; MITF TRPM1 HTS: -18; PvdQ acylase: 7

Results for CC(=O)NC(CC(=O)NCCc1ccccc1)c1ccccc1 (stereo not given) ?
HTR5A inv ag: -6; CDK5 inh: 1.8; Wnt act: 0; dFosB act: -8; SR-BI HDL uptake: -51; HTR5A ag ctr: -4; V-ATPase pHluor: 1; NSD2 HMT inh: -3; MITF TRPM1 HTS: 7; PvdQ acylase: -10

What do the screens show for `Cn1nc(C(=O)N2CCOCC2)c2ccccc2c1=O`?
HTR5A inv ag: 6; CDK5 inh: -1.0; Wnt act: 0; dFosB act: 7; SR-BI HDL uptake: -25; HTR5A ag ctr: 2; V-ATPase pHluor: 0; NSD2 HMT inh: 1; MITF TRPM1 HTS: -19; PvdQ acylase: -4

Results for Cc1cccn2cc(CCNS(=O)(=O)c3cccs3)nc12 ?
HTR5A inv ag: 2; CDK5 inh: 0.2; Wnt act: 10; dFosB act: -2; SR-BI HDL uptake: -4; HTR5A ag ctr: 5; V-ATPase pHluor: -4; NSD2 HMT inh: -2; MITF TRPM1 HTS: 16; PvdQ acylase: 5

Results for CSc1nc(=S)n(-c2cc(C)ccc2C)c(C)c1C(C)=O ?
HTR5A inv ag: -28; CDK5 inh: -0.2; Wnt act: 3; dFosB act: 1; SR-BI HDL uptake: -5; HTR5A ag ctr: 8; V-ATPase pHluor: -6; NSD2 HMT inh: 1; MITF TRPM1 HTS: -8; PvdQ acylase: 4

What do the screens show for `COc1ccc(CCNC(=O)CCn2c(=O)[nH]c3cc(OC)c(OC)cc3c2=O)cc1OC`?
HTR5A inv ag: -14; CDK5 inh: 0.8; dFosB act: -4; SR-BI HDL uptake: -19; HTR5A ag ctr: 5; V-ATPase pHluor: 4; NSD2 HMT inh: -3; MITF TRPM1 HTS: -6; PvdQ acylase: -14

How did O=C(CCc1ccc(S(=O)(=O)NCCc2ccccc2)cc1)N1CCN(Cc2ccc3c(c2)OCO3)CC1 do in these assays?
HTR5A inv ag: 10; CDK5 inh: -3.5; Wnt act: -11; dFosB act: -7; SR-BI HDL uptake: 69; HTR5A ag ctr: -4; V-ATPase pHluor: 4; NSD2 HMT inh: 0; MITF TRPM1 HTS: -47; PvdQ acylase: -8

What do the screens show for `COc1ccc(/C(O)=C2\C(=O)C(=O)N(CC3CCCO3)C2c2cc(OC)ccc2OC)cc1` (stereo not given)?
HTR5A inv ag: 0; CDK5 inh: 1.7; Wnt act: -3; dFosB act: 1; SR-BI HDL uptake: -16; HTR5A ag ctr: 4; V-ATPase pHluor: -1; NSD2 HMT inh: -1; MITF TRPM1 HTS: 1; PvdQ acylase: 0

Results for Cc1ccc(-c2cc(-c3ccccc3C)[nH]n2)c(O)c1 ?
HTR5A inv ag: 0; CDK5 inh: 0.3; dFosB act: -3; SR-BI HDL uptake: 32; HTR5A ag ctr: 3; V-ATPase pHluor: -1; NSD2 HMT inh: -1; MITF TRPM1 HTS: 64; PvdQ acylase: 4

3 successive records out of the list so far, quoted:
How did O=C(CCc1ccc(S(=O)(=O)NCCc2ccccc2)cc1)N1CCN(Cc2ccc3c(c2)OCO3)CC1 do in these assays?
HTR5A inv ag: 10; CDK5 inh: -3.5; Wnt act: -11; dFosB act: -7; SR-BI HDL uptake: 69; HTR5A ag ctr: -4; V-ATPase pHluor: 4; NSD2 HMT inh: 0; MITF TRPM1 HTS: -47; PvdQ acylase: -8

What do the screens show for `COc1ccc(/C(O)=C2\C(=O)C(=O)N(CC3CCCO3)C2c2cc(OC)ccc2OC)cc1` (stereo not given)?
HTR5A inv ag: 0; CDK5 inh: 1.7; Wnt act: -3; dFosB act: 1; SR-BI HDL uptake: -16; HTR5A ag ctr: 4; V-ATPase pHluor: -1; NSD2 HMT inh: -1; MITF TRPM1 HTS: 1; PvdQ acylase: 0

Results for Cc1ccc(-c2cc(-c3ccccc3C)[nH]n2)c(O)c1 ?
HTR5A inv ag: 0; CDK5 inh: 0.3; dFosB act: -3; SR-BI HDL uptake: 32; HTR5A ag ctr: 3; V-ATPase pHluor: -1; NSD2 HMT inh: -1; MITF TRPM1 HTS: 64; PvdQ acylase: 4
